# Bioassay records from PubChem BioAssay.
# C2C12 statin – suppression of simvastatin myotoxicity | actives 0.78% (n = 330,000) | rescue of ATP level, % at 7.49 µM | C2C12 myotubes + simvastatin, ATP luminescence, 48 h; scaled: DMSO 0, geranylgeraniol control 100;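 active = mean ATP rescue above about 67%, or every replicate alone reaching that limit, limit read from the data, passing the limit was not always enough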;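 note: myotubes were challenged with 10 µM simvastatin during compound exposure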
# esBAF inh – blocks esBAF chromatin remodeling in mouse ES cells | reporter increase, % at 12.5 µM | Bmi1-luciferase knock-in reporter, 24 h; 100% = twice the neutral-well signal | actives 2% (n = 350,000) | AID 602393; in the data active = activation above about 40%;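 note: 0% = median of the plate's neutral control wells and 100% = double that signal; a rise in the Bmi1 reporter signal indicates esBAF inhibition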
# Cneo AK release – Cryptococcus neoformans lysis via adenylate kinase release. C. neoformans lysis, adenylate kinase release luminescence, 4 h; normalised: neutral wells 0, clomiphene wells 100. lysis activity, % at 15 µM. actives 0.2% (n = 360,000). AID 651654;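 active = mean lysis activity across replicates of at least 80%, whatever share of replicates individually reach that level; inactive = mean lysis activity below 80%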
#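 Material: C. neoformans cells | Amount: Yeast cell density of 5 × 10^6 cells/mL | Medium: Fresh YPD growth medium | Dosing: Single dose | Times: Static 4 h at 37 °C with compound, 1 h detection | Detection: AK luminescence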
# ERp5 inh – inhibitors of human ERp5 | Q15084 | ERp5 insulin aggregation, absorbance 650 nm, 90 min | inhibition, % at 9.99 µM | actives 0.05% (n = 350,000);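 active = mean replicate inhibition above about 25%, with every replicate also reaching it, limit read from the data, passing the limit was not always enough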
# Target sequence (Q15084 whole entry, looked up): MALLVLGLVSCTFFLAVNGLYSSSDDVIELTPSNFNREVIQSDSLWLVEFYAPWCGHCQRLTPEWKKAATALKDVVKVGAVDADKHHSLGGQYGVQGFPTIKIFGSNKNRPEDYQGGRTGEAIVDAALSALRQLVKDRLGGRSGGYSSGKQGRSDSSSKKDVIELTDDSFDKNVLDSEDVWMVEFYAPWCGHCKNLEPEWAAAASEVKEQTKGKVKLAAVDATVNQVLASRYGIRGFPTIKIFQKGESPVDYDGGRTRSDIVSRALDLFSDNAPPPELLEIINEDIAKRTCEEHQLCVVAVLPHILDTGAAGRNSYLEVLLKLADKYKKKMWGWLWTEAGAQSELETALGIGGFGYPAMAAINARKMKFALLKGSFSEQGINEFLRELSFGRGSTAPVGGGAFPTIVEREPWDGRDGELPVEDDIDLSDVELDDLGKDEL
# ARNT-TACC3 inh – disruptors of human ARNT/TACC3 interaction; inhibition, % at 9.99 µM; Q9Y6A5; AlphaScreen His-ARNT PAS-B/GST-TACC3 binding, luminescence; TACC3 fragment carries E629A point mutation; AID 623870; actives 0.66% (n = 390,000);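 active = mean inhibition of replicates at least 50% and at least half of replicates each reaching 50%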;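 note: 0% = complete ARNT plus TACC3 wells and 100% = ARNT alone without TACC3; many hits fall short of the cut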
# SIRT5 inh – sirtuin-5 (human) deacylase inhibition; inhibition, % at 15 µM; actives 1.1% (n = 330,000); Purified SirT5, succinyl-peptide AMC, trypsin-coupled fluorescence; in the data active = inhibition above about 15%
# Target sequence (Q9NXA8 whole entry, looked up): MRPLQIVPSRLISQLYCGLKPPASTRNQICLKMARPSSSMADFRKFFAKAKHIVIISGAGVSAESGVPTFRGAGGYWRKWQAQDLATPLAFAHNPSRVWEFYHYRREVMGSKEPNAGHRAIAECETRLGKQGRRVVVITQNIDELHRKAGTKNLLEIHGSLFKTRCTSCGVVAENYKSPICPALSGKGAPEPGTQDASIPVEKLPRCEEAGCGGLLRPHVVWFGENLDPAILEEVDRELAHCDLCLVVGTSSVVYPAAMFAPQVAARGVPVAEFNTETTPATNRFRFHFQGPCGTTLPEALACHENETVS
# miR122 inh – inhibitors of miR-122 in Huh7 cells | Huh7 miR-122 Renilla luciferase sensor, 48 h; neutral wells = 0, positive control = 100 | activation (reporter increase), % at 12.5 µM | actives 0.3% (n = 340,000) | AID 602342;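 active = mean replicate activation score at least 90 and every replicate individually at or above 90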;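 note: higher luciferase means less miR-122 activity so hits act as miR-122 inhibitors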
# The depositor's hits bear a star; nt = not tested or not shown; [ ] = remark or other dose.
mol	C2C12 statin	esBAF inh	Cneo AK release	ERp5 inh	ARNT-TACC3 inh	SIRT5 inh	miR122 inh
COc1cc(NS(=O)(=O)c2ccc(NC(=S)NC(=O)c3ccco3)cc2)nc(OC)n1	-11.7	0.4	-0.3	7.5	2.9	3.1	243.5*
CNC(=O)C[C@@H]1CC[C@@H]2[C@@H](COc3ccc(NC(=O)c4ccc(OC)cc4)cc3C(=O)N2C)O1	-2.1	1.4	2.5	1.8	-1.2	4.2	1.8[16.7 µM]
Cc1cccc(OCC(=O)N(Cc2ccc(N(C)C)cc2)C2CCS(=O)(=O)C2)c1 (stereo not drawn)	3.3	1.7	-2.4	1.3	18.4	-6.4	10.5
COc1ccc(NC2CCCN(C(=O)COc3ccc(C(C)=O)cc3)C2)cc1 (stereo not drawn)	4.8	-2.8	-3.3	-1.9	nt	nt	-10.4
Cc1cccc(CC(=O)NCCS(=O)(=O)N2CCN(c3ccccc3)CC2)c1	11.5	6.4	1.8	6.1	nt	0.7	-6.2
COc1cc(/C=N/NS(=O)(=O)c2ccc(C)cc2)ccc1OCc1cccc(C(=O)O)c1	4.1	-65.0	-2.8	12.6	4.2	-2.1	-0.1
Cc1cc(C)nc(SCC(=O)Nc2ccc(N3CCOCC3)cc2)n1	-1.4	0.6	-0.6	nt	-7.6	nt	nt
CC1=C(C(=O)OCCOC(C)C)C(c2cccnc2)C2=C(CCCC2=O)N1 (stereo not drawn)	nt	15.7	0.3	nt	4.3	nt	-3.9
CCOC(=O)c1[nH]c(C)c(C(=O)Nc2ccc(C)c(F)c2)c1C	nt	nt	nt	0.4	1.1	-4.1	3.5
CC(=O)Nc1cccc(N2CCCC2=O)c1	9.0	2.3	nt	1.3	-7.0	-1.2	-1.4
N#Cc1cccc(-c2ccc3c(c2)[C@@H]2[C@@H](CCN2C(=O)c2ccncc2)[C@H](CO)N3)c1	-35.3	-4.4	6.5	nt	-3.4	nt	5.7[16.7 µM]
CCCCN1C(=O)C(=O)N(CC(=O)c2ccc3c(c2)CCCC3)C1=O	-0.7	2.5	-0.6	1.6	0.7	0.6	nt
COCCn1nc2cc(C(=O)NCC34CC5CC(CC(C5)C3)C4)ccc2c1OC	10.9	5.5	6.6	-4.8	5.7	-7.5	2.2
CO[C@@H]1CC[C@H]2CCOc3c(C#N)cccc3C(=O)N(C)C[C@H](c3ccccc3)CC(=O)N(C)C[C@H]1O2	7.1	0.4	11.7	0.4	-11.1	-1.8	nt
CCCCN(C)C(=O)c1ccc(CS(=O)(=O)c2ccccc2C)o1	-5.1	5.0	2.3	-3.6	-11.6	nt	-0.7
O=C(Cn1c(CC(=O)N2CCOCC2)nc2ccccc21)Nc1ccc2c(c1)OC(F)(F)O2	20.1	8.3	0.8	-1.9	4.0	2.0	-2.4
COc1ccccc1NC(=S)N1CCN(c2ccccn2)CC1	nt	nt	2.7	nt	6.2	nt	-2.7
COc1ccc(C(=O)OCCN2C(=O)c3ccccc3C2=O)cc1	3.1	4.4	0.0	nt	2.2	nt	nt
COc1ccc(-c2csc(C(C)(NC(C)=O)c3ccccc3)n2)cc1 (stereo not drawn)	-6.3	6.1	-1.4	-2.9	nt	8.9	1.6
O=C(O)C1CCN(C(=O)c2ccccc2N2C(=O)[C@@H]3Cc4c([nH]c5ccccc45)C(c4cccc(Cl)c4)N3C2=O)CC1 (stereo partly drawn)	7.1	-2.1	-1.6	-1.3	10.0	3.4	0.6
O=C(Nc1ccnn1C1CCN(C(=O)c2ccccc2C(F)(F)F)CC1)C1CC1	3.7	1.1	3.9	7.2	1.1	9.1	10.6
Cc1cc(C)c(OCCn2ccnc2)c(C)c1	-8.2	-6.9	5.4	2.4	-1.4	-1.4	1.4
C=CCc1ccccc1OCC(O)CNC(C)C (stereo not drawn)	13.6	-3.6	-0.5	-1.1	-2.6	-2.8	1.2
Cc1ccc(O)c(-n2nc3ccccc3n2)c1	4.5	42.8*	nt	-2.9	-4.1	-5.1	6.5
COc1ccccc1OCCNC(=O)CCC(=O)N1CCOCC1	0.3	-8.8	-1.0	3.2	nt	-0.5	-1.1
C[C@@H]1CN([C@@H](C)CO)C(=O)Cc2cc(NC(=O)CCCCCC(=O)Nc3ccccc3N)ccc2O[C@H]1CN(C)S(=O)(=O)c1cccs1	-22.8	-3.3	-1.1	nt	7.5	nt	-8.6[16.7 µM]
Cn1c(N)c(C(=O)COC(=O)C2(c3ccc(Cl)cc3)CCCC2)c(=O)n(C)c1=O	41.0	0.8	-2.4	nt	0.3	nt	5.3
O=C(C[C@H]1C=C[C@H](NC(=O)Nc2ccccc2)[C@H](CO)O1)NCc1cccc(F)c1	-2.5	10.9	2.4	-2.4	-5.1	-2.6	nt
CCOC(=O)N1CCN(C(=O)C2CC(c3ccc(F)cc3)=NO2)CC1 (stereo not drawn)	7.6	3.9	2.5	-5.2	34.0	nt	nt
CC1=NN(C(N)=S)C(=O)C1N=Nc1ccccc1C(=O)O (stereo not drawn)	3.4	-1.0	1.8	-11.9	0.1	9.4	-7.5
CCOC(=O)c1ccccc1NC(=O)N1CCn2c(C)ccc2C1CC (stereo not drawn)	nt	nt	7.4	nt	6.8	nt	-2.6
COc1ccc(NC(=O)C(=O)NCCC2CCCCN2S(=O)(=O)c2ccc(F)cc2)cc1 (stereo not drawn)	5.9	-12.8	2.8	17.2	-17.8	-3.6	19.7
COc1cccc(Cn2c(=O)c3[nH]cnc3n(-c3ccccc3C)c2=O)c1	-1.1	-3.6	-2.1	-11.4	-6.3	-1.0	nt
COc1ccc(CN2CCN(CCCCOc3ccc(Cl)cc3)CC2)c(OC)c1OC	nt	nt	nt	-1.6	4.2	-9.5	nt
CN1CCN(C(=O)CCCN2C(=O)/C(=C/c3ccc(Cl)cc3)SC2=S)CC1	10.8	0.7	-0.8	nt	nt	nt	nt
C#CCOCCOCCOCCNc1nc(N2CCN(C(=O)[C@H](CCCCN)n3cc(CCC(=O)O)nn3)CC2)nc(N2CCN(C(=O)[C@H](CCCCN)n3cc(CC(C)O)nn3)CC2)n1 (stereo partly drawn)	4.5	-0.2	-4.2	4.3	-3.4	nt	1.6
COc1ccc(/C=N/NC(=O)c2ccc(=O)n(C)c2)cc1OC	nt	nt	nt	2.5	-2.5	4.0	nt
O=C1C2C3CCC(C3)C2C(=O)N1c1ccc2ccccc2c1 (stereo not drawn)	3.9	3.2	-1.5	-9.6	-12.6	1.6	-3.7
CC(C)(C)c1ccc(NC(=O)c2cc(C3CCCN(C(=O)CCc4ccccc4)C3)on2)cc1 (stereo not drawn)	-8.6	2.1	1.7	2.6	nt	nt	-3.1
C[C@@H]1CN([C@@H](C)CO)C(=O)Cc2cc(NC(=O)CCC(F)(F)F)ccc2O[C@@H]1CN(C)C(=O)Nc1ccc(F)cc1	7.3	-5.8	3.8	-5.9	-11.7	0.8	-4.6[16.7 µM]
CCOC(=O)N1CCC(NC(=O)c2cc(C(=O)NCC(OC)OC)ccc2CO)CC1	-4.0	-0.2	0.3	nt	-0.4	nt	-6.0
C[C@H](CO)N1C[C@H](C)[C@H](CN(C)C(=O)c2ccc3c(c2)OCO3)Oc2ncc(C3=CCCCC3)cc2C1=O	7.1	-2.3	-3.3	5.5	-1.2	4.8	27.5[16.7 µM]
C[C@H](CO)N1C[C@H](C)[C@@H](CN(C)Cc2ccc3c(c2)OCO3)OCCCC[C@H](C)Oc2ccc(NS(C)(=O)=O)cc2C1=O	-1.8	-4.1	1.8	-0.9	3.2	1.1	3.1[16.7 µM]
Cc1ccc(Nc2c3c(nc4ccccc24)CCC3)cc1	nt	nt	-1.3	1.3	1.4	-4.2	-0.3
Cc1csc(=O)n1CCC(=O)OCC(=O)N(CC(C)C)c1c(N)n(Cc2ccccc2)c(=O)[nH]c1=O	nt	nt	-0.8	2.5	-4.9	2.4	nt
CN(C)S(=O)(=O)c1ccc(NC(=O)CSc2n[nH]c(=O)n2C2CC2)cc1	2.1	-7.7	1.3	1.1	2.6	2.2	-2.5
C[C@@H]1CN([C@@H](C)CO)C(=O)c2cccc(NC(=O)NC3CCCCC3)c2O[C@H]1CN(C)Cc1ccc(Cl)c(Cl)c1	nt	3.2	2.4	5.6	-5.1	8.2	70.9[16.7 µM]
Cc1cccc(NC(=O)c2cc(S(=O)(=O)NCc3ccco3)ccc2F)c1C	79.5*	5.6	0.1	nt	-17.6	nt	33.9
NC(=O)C1CCN(C(=O)CN(c2cccc(Cl)c2)S(=O)(=O)c2ccccc2)CC1	7.8	-1.3	2.8	-2.0	1.2	-5.0	4.8
COc1ccc(N2CSC3=C(C#N)C(c4cccs4)CC(=O)N3C2)cc1 (stereo not drawn)	-5.8	-4.6	3.2	nt	-7.6	nt	-3.2

# (cont.)
mol	C2C12 statin	esBAF inh	Cneo AK release	ERp5 inh	ARNT-TACC3 inh	SIRT5 inh	miR122 inh
O=C(Cc1ccc(Cl)cc1)N/N=C1\CCCc2ccccc21	7.1	1.7	nt	nt	0.4	nt	-5.5
C/C(=N\NC(=O)c1ccccc1)c1ccc(N2CCOCC2)cc1	nt	17.6	-0.3	5.4	nt	-0.5	0.0
CC(=O)NC(CC(=O)Nc1cccc(S(=O)(=O)N2CCCC2)c1)c1ccccc1 (stereo not drawn)	nt	nt	0.2	-3.1	5.4	3.7	0.7
COCCN1C(=O)N[C@@H](c2cccc(C(F)(F)F)c2)[C@H](C(=O)OC)[C@H]1C	16.2	-0.6	-5.2	3.4	nt	-4.4	nt
O=C1c2ccccc2C(=O)N1CCn1nc(Cl)nc1Cl	nt	3.0	-0.7	nt	20.6	nt	1.5
COC(=O)[C@@H]1[C@@H](CO)[C@@H]2Cn3c(ccc(-c4cccc(F)c4)c3=O)[C@@H]2N1CC1CC1	25.4	-0.4	-8.9	-8.5	-3.1	-2.4	2.5[16.7 µM]
CCOC(=O)c1c(C2COc3ccccc3O2)csc1NC(=O)c1ccccc1 (stereo not drawn)	-2.9	-4.6	0.2	nt	-13.2	nt	23.6
O=C1NC(=S)N/C1=C/c1cccn1-c1ccc([N+](=O)[O-])cc1	nt	nt	nt	4.3	-2.4	12.8	-7.5
COc1ccccc1N(C(=O)c1snc(C(N)=O)c1N)C(C(=O)NC1CCCC1)c1ccc2ncccc2c1 (stereo not drawn)	-8.7	3.9	-4.1	0.0	-1.6	-4.2	23.4
CC1(C)CC(NCc2ccncc2)CC(C)(C)N1	-1.8	-0.6	-0.7	2.3	-8.5	-2.0	-3.4
COc1ccc(CN(C)C[C@@H]2Oc3ccc(NC(=O)Nc4ccccc4)cc3CC(=O)N([C@H](C)CO)C[C@H]2C)cc1	20.0	-1.6	2.1	-8.2	13.7	0.7	-2.7[16.7 µM]
CCOC(=O)N1CCN(S(=O)(=O)c2ccc(OC)c(C(=O)N3CCCCC3)c2)CC1	-15.7	1.5	4.9	-2.8	-0.7	-5.9	-6.5
COc1ccc(-n2cnnc2SCC(=O)Nc2ccccc2F)cc1	-5.9	-2.7	1.1	1.3	-8.2	-3.1	14.4
C=CCNc1nc(N)c([N+](=O)[O-])c(Nc2ccccc2OC)n1	-8.0	-2.0	-2.8	3.2	-3.3	-2.9	nt
CN(CC(=O)Nc1ccc(N2CCOCC2)cc1)C(=O)CSc1ccccc1F	24.9	-1.7	-0.6	-2.8	-11.9	-0.5	0.5
